Bioassay records deposited in PubChem BioAssay by several laboratories.
RmlCD inh 1536: M. tuberculosis RmlC/RmlD coupled enzyme inhibitors, primary screen, biochemical, compound mixtures, 384-well, from 1536-well plates. AID 1533, 2009. RmlC+RmlD coupled enzyme assay, percent inhibition; primary screen in compound mixtures. inhibition, % at 3.6 µM. actives 0.03% (n = 160,000). dTDP-4-dehydrorhamnose reductase (Mycobacterium tuberculosis (strain ATCC 25618 / H37Rv)) …; in the data active = inhibition mostly above about 34%, no sharp cut-off; note: some results filed as inactive read as strong as hits
Target sequence (P9WH09 whole entry, looked up): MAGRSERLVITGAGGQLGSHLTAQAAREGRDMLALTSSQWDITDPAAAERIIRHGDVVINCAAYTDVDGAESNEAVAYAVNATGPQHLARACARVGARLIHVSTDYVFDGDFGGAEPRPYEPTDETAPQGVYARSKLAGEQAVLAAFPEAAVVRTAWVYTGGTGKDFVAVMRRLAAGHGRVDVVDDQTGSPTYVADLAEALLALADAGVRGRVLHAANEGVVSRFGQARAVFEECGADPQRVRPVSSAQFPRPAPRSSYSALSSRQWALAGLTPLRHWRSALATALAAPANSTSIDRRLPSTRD
Target sequence (P9WH11 whole entry, looked up): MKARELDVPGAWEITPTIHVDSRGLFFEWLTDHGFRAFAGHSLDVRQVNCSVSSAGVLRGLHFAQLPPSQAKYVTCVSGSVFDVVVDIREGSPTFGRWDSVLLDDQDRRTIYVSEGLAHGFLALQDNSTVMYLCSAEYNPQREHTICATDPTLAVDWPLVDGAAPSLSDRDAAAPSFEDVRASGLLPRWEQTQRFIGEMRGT
M. tuberculosis GlmU: inhibition of mycobacterial GlmU enzyme – biochemical, glucosamine-1-phosphate acetyltransferase (AID 1376). Bifunctional protein GlmU (Mycobacterium tuberculosis (strain ATCC 25618 / H37Rv)). M. tuberculosis GlmU acetyltransferase enzyme assay; higher % means a stronger effect. one-dose inhibition, %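 (tested at 30 µM in the primary screen)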; IC50 in µM for titrated hits. actives 0.25% (n = 220,000); in the data active = inhibition above about 13%;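 note: 0% = complete reaction with vehicle and 100% = reaction without substrate; strong numbers were not always called active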
The depositor's hits bear a star; / = not tested or not shown; & = joins results of further samples. The list is partial, so the mix of outcomes need not match the whole.

Structure	RmlCD inh 1536	M. tuberculosis GlmU
O=C1/C(=N\S(=O)(=O)c2cccs2)C([n+]2ccc(CCCc3ccccc3)cc2)=C([O-])c2ccccc21	-5	-0.1%
CCN(CC)C(NC(=O)c1ccccc1)C(=O)c1ccccc1 (stereo not given)	4	-4.7%
CCN1CCN(C(=O)c2cc3c(=O)n(C)c4ccccc4c3n2C)CC1	3	3.5%
CC1=NN(C(=O)CCc2ccccc2O)C(O)(C(F)(F)F)C1 (stereo not given)	8	-5.0%
N#Cc1ccc(C23CC4(C2)[C@H](CN(Cc2ccc(-c5ccccc5)cc2)[C@@H]4c2ccccc2)C3c2ccc(Cl)nc2)cc1 (stereo not given in full)	/	1.0%
CN1C(=O)COc2c(C(=O)NC3CN4CCC3CC4)cc(Cl)cc21 (stereo not given)	-5	5.6%
CCC1(CC)C(=O)NC(=O)NC1=Nc1ccccc1	/	6.5%
CCN(CC)S(=O)(=O)c1ccc(OC)c(NC(=O)/C=C/c2ccco2)c1	/	0.6%
CC1(C)CC(=O)C(C(C2=C(O)CC(C)(C)CC2=O)c2ccco2)C(=O)C1 (stereo not given)	3	-6.5%
OC(CNCC1CCCO1)Cn1c2ccc(Cl)cc2c2cc(Cl)ccc21 (stereo not given)	/	-7.4%
CNS(=O)(=O)c1cccc(C(=O)OCC(=O)/C=C2/N(C)c3ccccc3C2(C)C)c1	/	2.3%
CCCN1C(=O)C2(SC(NC(C)=O)=NN2C(C)=O)c2cc(C)ccc21 (stereo not given)	-5	-0.1%
CCOCCCNC(=O)c1c(N)n(-c2ccc3c(c2)OCO3)c2nc3ccccc3nc12	-3	-3.8%
Cc1cc(C)c(NC(=O)c2ccc[n+](Cc3ccc([N+](=O)[O-])cc3)c2)c(C)c1	0	0.1%
Cc1cc(C(C)(C)C)cc(S(=O)(=O)NCC(=O)O)c1C	/	4.7%
O=C(O)c1cc(-c2ccco2)nn1-c1ccc(Cl)cc1	17	15%
CCn1c2ccccc2c2nnc(SCc3ccccc3)nc21	-4	7.2%
CCCCn1nc2cc(C(=O)NCc3cc(C(F)(F)F)cc(C(F)(F)F)c3)ccc2c1OC	/	6.8%
COc1ccc(OC)c(S(=O)(=O)NCCOC23CC4CC(CC(C4)C2)C3)c1	31	-4.1%
CN(Cc1ccc(-n2cccn2)cc1)Cc1nc(-c2cnccn2)no1	/	-1.2%
COc1cc(OC)cc(C(=O)NC(=S)NNC(=O)c2cnccn2)c1	7	0.8%
O=C(O)c1cccc2c1NC(C(=O)O)C1CC(Sc3ccccc3[N+](=O)[O-])C(Cl)C21 (stereo not given)	/	31%*
CCOCCCNC(=O)c1ccc(OC)cc1	/	3.5%
Cc1c(NC(=O)C2CC(c3ccc(F)cc3)=NO2)c(=O)n(-c2ccccc2)n1C (stereo not given)	/	0.8%
O=C(c1cc2nc(-c3cccs3)cc(C(F)(F)Cl)n2n1)N1CCCc2ccccc21	2	4.2%
O=C1N/C(=C/c2ccc(Br)cc2)C(O)=C1C=NCc1ccccc1	-9	3.4%
CC(=O)c1ccc(C(=O)N2CCCC(C(=O)c3cc(F)ccc3F)C2)s1 (stereo not given)	-2	2.0%
CCC(C)(C)NC(=O)C(c1ccc(F)cc1)N(Cc1ccco1)C(=O)c1cnccn1 (stereo not given)	/	1.1%
COc1cc(CNCc2cccnc2)ccc1OCC(=O)NC1CCCCC1	13	0.1%
CCCSc1nc2c(cnn2-c2ccccc2)c(=O)n1N	11	/
O=C(N/N=C\c1ccc(Cl)s1)C1COc2ccccc2O1 (stereo not given)	4	-2.8%
O=C(c1ccc(CNS(=O)(=O)c2ccc(Br)cc2)cc1)N1CCCC1	-20	-1.6%
COc1ccc(-c2nc(-n3c(C)c(C(C)=O)c(C(C)=O)c3C)sc2C)cc1OC	-2	-1.1%
CCOC(=O)N1CCN(C/C(C)=C/c2ccccc2)CC1	-15	0.5%
CCOc1ccc(-c2nnc3ccc(SCC(=O)NCc4ccco4)nn23)cc1	/	0.7%
O=C(O)c1ccc(OCCOc2ccccc2)cc1	-6	5.3%
CCN(CC)S(=O)(=O)c1cc(C(=O)OCC(=O)Nc2cccc(Br)c2)ccc1F	-1	-4.1%
O=C(CC1NCCNC1=O)Nc1ccc(Cl)c(Cl)c1 (stereo not given)	/	2.2%
O=C(NCCCCCCNC(=O)C1CCCC1)C1CCCC1	/	0.2%
CCn1nc(C)c(NC(=O)Nc2cccc(Cl)c2Cl)c1C	/	0.4%
O=C(c1ccc(C(F)(F)F)cc1)c1c[nH]c(C(=O)NCCCn2ccnc2)c1	-1	-1.3%
CC/C(=N\NC(=S)NC(C)C)c1ccc(OC)c(OC)c1	5	-0.8%
Cc1c(C(=O)N/N=C/c2ccccc2)[nH]c2c([N+](=O)[O-])cccc12	14	0.0%
C#CC[N+]1(CC#Cc2ccccc2)CCCCC1	3	6.1%
CCOc1ccc(N=Cc2c(O)n(-c3cc(C)cc(C)c3)c(=O)[nH]c2=O)cc1	/	-7.8%
CC(=O)NC(Cc1cccc(F)c1)C(=O)NC1CCN(c2nnnn2-c2ccccc2)CC1 (stereo not given)	6	7.8%
COc1ccc(N2CCN(Cc3nnc(-c4ccccc4)o3)CC2)cc1	10	3.4%
O=c1c(Cl)c(Cl)cnn1Cc1ccccc1Cl	-9	4.6%
CN(C(=O)COC(=O)c1n[nH]c2ccccc12)C1CCS(=O)(=O)C1 (stereo not given)	5	2.0%
COc1cccc(N/C=C/C(=O)c2ccc(Cl)cc2)c1	-12	2.0%
Cc1c(Br)c([N+](=O)[O-])nn1CC(=O)Nc1sc2c(c1C(=O)OC(C)C)CCCC2	6	-0.9%
Cn1cnc([N+](=O)[O-])c1NC(C)(C)C	/	-4.1%
CC(C)(C)CC(=O)O/N=C(\N)c1ccncc1	-3	-2.9%
CCOC(=O)N1CCN(C(=O)c2cc3c(ccc4ccccc43)oc2=O)CC1	1	-3.3%
COc1ccc(CCNC(=O)CCn2c(=O)oc3ccccc32)cc1	3	0.1%
O=C(NCCCc1nc2ccccc2[nH]1)c1ccc(F)cc1	-11	7.7%
COc1ccccc1NS(=O)(=O)c1cc(NC(=O)CNC(=O)c2ccc(C)s2)ccc1Cl	3	-0.3%
O=C1NC(=O)N(c2ccccc2)C(=O)/C1=C\c1ccccc1[N+](=O)[O-]	6	-3.4%
CC(C)Oc1ccc(CCNC(=O)CC2C(=O)NCCN2C)cc1 (stereo not given)	5	-1.0%
CSc1nnc2c(n1)OC(c1ccc(C(=O)O)cc1)N(C(C)=O)c1ccccc1-2 (stereo not given)	-4	2.6%

The list goes on:
Structure	RmlCD inh 1536	M. tuberculosis GlmU
CC1(C)CC(O)CC(C)(C)N1CC(O)COCCOc1ccc(Br)cc1 (stereo not given)	8	-1.9%
O=C(NC(=S)Nc1ccc2c(c1)OCO2)c1ccccc1	-4	-3.4%
COc1cccc(-c2cc(C(=O)Nc3ccn(Cc4ccc(C)cc4)n3)no2)c1	16	-8.3%
CCOC(=O)C1CCN(C(C(=O)NC2CCCCC2)c2ccc(OC)cc2)CC1 (stereo not given)	6	-0.6%
CC(SCc1ccccc1)C(=O)Nc1ccccc1-c1ccccc1 (stereo not given)	-2	-0.5%
COC(=O)CSc1nnc(-c2ccncc2)o1	/	-0.1%
COc1cccc(CN2CCCC(C(=O)c3ccc4c(c3)OCO4)C2)c1O (stereo not given)	/	-4.8%
CC1CN(C(=O)/C=C/c2ccc3c(c2)OCO3)CC(C)O1 (stereo not given)	/	3.0%
Cc1cccc(-n2c(=O)[nH]c3c(C(N)=O)nc(C(C)C)nc32)c1	3	0.1%
CCC1(CC)NC(=O)N(CC(=O)OCC(=O)NC(=O)c2ccc(Cl)cc2)C1=O	/	-3.4%
O=C1CCCC2=C1C(c1cccc(O)c1)c1c(ccc3ncccc13)N2 (stereo not given)	-3	2.7%
COc1ccccc1NC(=O)COc1ccc(/C=N/NS(=O)(=O)c2ccc(C)cc2)cc1	/	2.7%
COc1ccccc1OCC(=O)NCCSCc1ccc(Cl)cc1	-3	-5.0%
O=C1CN(CC(=O)N2CCCCC2)c2ccccc2O1	/	3.8%
Clc1nc2sccn2c1/C=N/n1cnc2ccccc21	5	3.7%

An excerpt of these results, with each value named:
canonical_smiles: Clc1nc2sccn2c1/C=N/n1cnc2ccccc21
  RmlCD inh 1536: 5 | M. tuberculosis GlmU: 3.7%

canonical_smiles: CC1(C)CC(O)CC(C)(C)N1CC(O)COCCOc1ccc(Br)cc1 (stereo not given)
  RmlCD inh 1536: 8 | M. tuberculosis GlmU: -1.9%

Part of the list above in order of formula weight, largest number first.
Structure	RmlCD inh 1536	M. tuberculosis GlmU
COc1ccccc1NC(=O)COc1ccc(/C=N/NS(=O)(=O)c2ccc(C)cc2)cc1	/	2.7%
CC1(C)CC(O)CC(C)(C)N1CC(O)COCCOc1ccc(Br)cc1 (stereo not given)	8	-1.9%
CCC1(CC)NC(=O)N(CC(=O)OCC(=O)NC(=O)c2ccc(Cl)cc2)C1=O	/	-3.4%
O=C(NC(=S)Nc1ccc2c(c1)OCO2)c1ccccc1	-4	-3.4%
CC1CN(C(=O)/C=C/c2ccc3c(c2)OCO3)CC(C)O1 (stereo not given)	/	3.0%

The listing picks up with the 4 entries that preceded the break.
Structure	RmlCD inh 1536	M. tuberculosis GlmU
COc1ccccc1NC(=O)COc1ccc(/C=N/NS(=O)(=O)c2ccc(C)cc2)cc1	/	2.7%
COc1ccccc1OCC(=O)NCCSCc1ccc(Cl)cc1	-3	-5.0%
O=C1CN(CC(=O)N2CCCCC2)c2ccccc2O1	/	3.8%
Clc1nc2sccn2c1/C=N/n1cnc2ccccc21	5	3.7%
CCN(CC)S(=O)(=O)c1ccc(NC(=O)C(C)N(c2ccc(OC)cc2)S(C)(=O)=O)cc1 (stereo not given)	7	5.5%
O=C(O)CCC(=O)N1CCc2cc(S(=O)(=O)N3CCC(Cc4ccccc4)CC3)ccc21	9	0.1%
CCc1ccc(NC(=O)c2noc3c2CCc2ccccc2-3)cc1	-10	-3.0%
Cc1cccc(NC2=Nc3ccccc3N3C2=Nc2c(c(C)nn2-c2ccccc2)C3c2ccc(O)c(O)c2)c1 (stereo not given)	/	-3.5%
Nc1nnnn1/N=C/c1ccco1	/	-9.2%
COc1cc(/C=C/C(=O)OCC(=O)NCc2ccco2)ccc1OCC#N	-7	4.4%
OCCC1CN(Cc2nc3c(s2)CCCC3)CCN1Cc1ccccc1 (stereo not given)	2	1.9%
O=C(NC1CC1)c1ccc(S(=O)(=O)NCC2CCCCC2)cc1	-4	3.2%
O=C1CSC(c2ccco2)N1 (stereo not given)	/	4.7%
CC1(C)Nc2ccccc2C(=O)N1NS(=O)(=O)c1ccccc1	-14	0.5%
CCc1c(C)[nH]n(CCC#N)c1=O	7	4.6%
CC(=O)CSc1nsc(SCC(C)=O)c1C#N	/	2.8%
Cc1ccc(N2CC(C(=O)NC3=NCCS3)CC2=O)cc1C (stereo not given)	/	-1.0%
Cn1c(N2CCOCC2)c(/C=N/OC(=O)c2ccc(F)cc2)c2ccccc21	5	-2.9%
Cc1ccc([N+](=O)[O-])cc1NC(=O)c1cccs1	0	-1.6%
C=CCOc1c(Br)cc(CNn2nnnc2N)cc1OCC	-7	0.4%
CN1CCN(C(=O)c2ccccc2N(Cc2ccccc2)S(C)(=O)=O)CC1	8	-0.5%
CSc1ccccc1NC(=O)CN(C)CC(=O)Nc1ccc(N2CCOCC2)cc1	-1	-2.5%
Cc1cc2ncc(S(C)(=O)=O)c(N)n2n1	2	-3.9%
CCN(CC)CCNC(=O)c1ccc2c(=O)n(CCc3ccccc3)c(=O)[nH]c2c1	/	-2.3%
O=C(CC1SC(=Nc2ccccc2)N(Cc2ccccn2)C1=O)Nc1cccc(Cl)c1 (stereo not given)	-10	2.3%
Clc1ccc2nc(N3CCN(c4ccccc4)CC3)sc2c1	8	6.4%
O=C(Nc1ccc(Br)cc1Cl)c1cnccn1	3	2.9%
COc1cc(C2C3=C(CC(C)(C)CC3=O)N(C)C(=O)N2C)cc(OC)c1OC (stereo not given)	-6	2.0%
OCC1(CCOc2ccccc2)CCN(Cc2nc3ccc(F)cc3[nH]2)CC1	8	0.6%
O=C1Nc2c(c(=O)[nH]c(=O)n2-c2ccccc2)C(C(F)(F)F)(C(F)(F)F)N1	-3	3.1%
CC(Nc1[nH]c(=O)n(C)c(=O)c1N=O)c1ccccc1 (stereo not given)	0	-4.3%
Cn1c(SCC(=O)Nc2nccs2)nnc1C12CC3CC(CC(C3)C1)C2	7	-2.8%
CCCCn1c(O)c(N=NC(=O)c2ccccc2NS(=O)(=O)c2cccs2)c2ccccc21	-3	-7.3%
Cc1c(C(=O)N2CCN(c3ccccn3)CC2)sc2ncnc(N3CCN(c4ccccc4)CC3)c12	/	5.2%&3.5%
